# Bioassay records as filed in PubChem BioAssay.
# Luc counter: blocks Kinase-Glo luciferase, a counter-screen artifact | Q27757 | Kinase-Glo luciferase, ATP luminescence, 8 min | Potency, µM (top dose mostly 38.3 µM), for inactives: top-dose activity change, negative = inhibition, usual class: inhibitors | 0.28% of 200,000 active; also: % is scaled to controls: 0 for no effect and ±100 for the full control effect; nearly all actives have a fitted effect of over 60% in size
#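 Compound is pinned into ATP-containing buffer (10 uM ATP, imidazole pH 7.2, 7 mM MgCl2). Kinase-Glo luciferase reagent is then added. Light output is recorded following an 8-min room-temperature incubation.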
# JMJD2E inh: blocks human JMJD2E demethylase activity. JMJD2E catalytic domain, FDH-coupled NADH fluorescence (FDH is formaldehyde dehydrogenase). Potency, µM (highest dose often 57.1 µM), for the others: at the highest dose activity change, negative = inhibition, actives largely listed as inhibitors. 1.6% of 230,000 active. AID 2147; active = well fitted inhibition curve with a large enough effect, not every such curve was filed as active; inconclusive = small, poorly fitted or top-dose-only effect, or another doubt; inactive = no such curve, though single readings can be large or run the other way;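 also: 0% = wells with enzyme and -100% = buffer wells without enzyme; nearly all actives have a fitted effect of over 50% in size; many of its hits are not listed in these tables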
# NPSR antagonist: neuropeptide S receptor (human) antagonism, cAMP | AID 1461 | CHO-NPSR cells, cAMP TR-FRET, antagonist mode | 1% of 220,000 active | Potency, µM (titrated, usually from 38.3 µM), without a hit: top-dose activity change, negative = inhibition, actives largely listed as inhibitors; also: % is scaled to controls: 0 for no effect and ±100 for the full control effect; nearly all actives have a fitted effect of over 50% in size; many of its hits are not listed in these tables
# SMN2 splice enh: SMN2 splice variant enhancement. Potency, µM (highest dose often 46.1 µM), without a hit: at the top dose activity change, positive = activation, hits mostly activators. 2.8% of 210,000 active. HEK293 SMN2-luciferase splicing reporter, luminescence, 30-36 h; also: % of control where 0% means no effect; nearly all actives have a fitted effect of over 55% in size
#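 HEK293 cells carry an SMN2 […]–luciferase reporter in which exon 7 inclusion puts luciferase in frame. Cells were plated 10-12 h before compound addition, then incubated 30-36 h at 37C. ONE-Glo luminescence was read; sodium butyrate at 4.5 mM final served as control.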
# GoLoco inh red: inhibitors of human Gai1-RGS12 GoLoco interaction (red fluorophore) | P63096 | Gai1:RGS12 GoLoco peptide FP, rhodamine, 10 min | Potency, µM (doses to about 61.6 µM), inactives show at the top dose activity, negative = inhibition, most hits filed as inhibitors | 0.44% of 230,000 active | AID 880; active = well fitted inhibition curve with a large enough effect, not every such curve was filed as active; inactive = no such curve, though single readings can be large or run the other way; also: % is scaled to controls: 0 for no effect and ±100 for the full control effect; nearly all actives have a fitted effect of over 30% in size; many of its hits are not listed in these tables
# Target sequence (P63096 whole entry, looked up): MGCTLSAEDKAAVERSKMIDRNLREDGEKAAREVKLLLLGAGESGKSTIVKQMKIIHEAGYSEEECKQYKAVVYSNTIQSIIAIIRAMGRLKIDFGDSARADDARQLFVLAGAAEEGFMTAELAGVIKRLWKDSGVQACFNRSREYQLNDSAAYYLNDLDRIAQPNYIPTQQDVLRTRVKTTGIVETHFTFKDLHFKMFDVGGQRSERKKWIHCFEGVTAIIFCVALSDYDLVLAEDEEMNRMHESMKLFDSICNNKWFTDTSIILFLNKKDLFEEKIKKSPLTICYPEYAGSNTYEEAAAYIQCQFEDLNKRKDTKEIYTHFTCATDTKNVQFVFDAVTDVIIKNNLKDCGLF
# Epigenetic reg: derepresses silenced GFP reporter in murine cells; Potency, µM (titrated, usually from 53.9 µM), inactives show at the top dose GFP activation, hits mostly activators; 0.2% of 280,000 active; AID 1865; murine LDR cells, GFP reporter derepression, 30 h; also: % of control where 0% means no effect; nearly all actives have a fitted effect of over 60% in size
#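 GFP-positive cell count by laser-scanning cytometry (objects 20–120 um) after 30 h, 37 C compound exposure of murine LDR cells; reporter is CMV-GFP integrated at a silenced locus, inducible by HDAC or DNMT inhibitors.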
# RECQ1 inh: blocks DNA unwinding by human RECQ1. 0.54% of 240,000 active. AID 2549. RECQ1 DNA unwinding, red fluorescence kinetic read. Potency, µM (highest dose often 57.3 µM), inactives show at the highest dose activity, negative = inhibition, hits mostly inhibitors;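 also: plate controls were vehicle for no effect and no enzyme for full effect; nearly all actives have a fitted effect of over 30% in size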
# Target sequence (P46063 whole entry, looked up): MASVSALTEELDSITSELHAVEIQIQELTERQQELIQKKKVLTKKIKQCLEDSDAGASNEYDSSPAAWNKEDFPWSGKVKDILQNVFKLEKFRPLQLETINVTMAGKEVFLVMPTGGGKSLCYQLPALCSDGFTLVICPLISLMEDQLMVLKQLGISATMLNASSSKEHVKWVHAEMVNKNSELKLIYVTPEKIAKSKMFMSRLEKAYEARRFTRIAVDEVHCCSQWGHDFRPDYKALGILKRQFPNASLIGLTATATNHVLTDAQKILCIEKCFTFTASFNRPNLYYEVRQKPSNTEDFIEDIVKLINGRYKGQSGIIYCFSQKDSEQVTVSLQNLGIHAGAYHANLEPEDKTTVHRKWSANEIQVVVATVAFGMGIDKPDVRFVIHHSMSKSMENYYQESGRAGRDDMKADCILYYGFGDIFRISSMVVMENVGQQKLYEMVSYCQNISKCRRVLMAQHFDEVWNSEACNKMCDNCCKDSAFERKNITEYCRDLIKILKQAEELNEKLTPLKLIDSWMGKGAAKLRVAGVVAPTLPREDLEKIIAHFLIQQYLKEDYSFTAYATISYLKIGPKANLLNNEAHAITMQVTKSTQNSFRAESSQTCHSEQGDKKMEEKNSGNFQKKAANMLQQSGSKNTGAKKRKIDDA
#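 50 nM RECQ1T1 preincubated 15 min with compound in Tris pH 8.0 buffer with MgCl2, DTT, Tween-20 and 2.5 ug/ml poly(dI-dC); started with 200 nM TAMRA/BHQ-2 forked duplex and 2 mM ATP. Unwinding read as fluorescence (525/598 nm), two reads 2 h apart.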
# IMPase Li cell: membrane-permeable IMPase blocker, potentiated with lithium. CHO-M1 cells, IP1 TR-FRET (IP-One), carbachol + lithium. 0.35% of 210,000 active. Potency, µM (highest dose often 59.4 µM), for inactives: top-dose activity, negative = IMPase inhibition, actives largely listed as inhibitors;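 also: IP1 builds up when IMPase is blocked and the TR-FRET signal falls; plate controls were basal vehicle for no effect and high inhibitor control for full effect; nearly all actives have a fitted effect of over 50% in size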
#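 Concentration–response in CHO-M1 cells, lithium-potentiated; 30 min at 37C. IP1 detected by competitive TR-FRET after 10 min lysis at RT. Hill-fitted AC50.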
# * = called active by the depositor; i = inactive; ? = inconclusive; · = not tested or not shown; & = joins results of further samples; [ ] = another dose, or the depositor's remark. Unless noted, calls follow the shape of the dose curve; as a rule, active = well fitted curve in the direction sought with a large enough effect; inconclusive = small, poorly fitted or top-dose-only effect, or another doubt; inactive = no such curve, though single readings can be large; an effect the other way counts as inactive or inconclusive. Potency is read from the fitted curve at half-maximal effect.
Compound	Epigenetic reg	Luc counter	SMN2 splice enh	IMPase Li cell	GoLoco inh red	JMJD2E inh	NPSR antagonist	RECQ1 inh
COC(=O)C1=C(C(=O)OC)[C@@H]2Nc3ccccc3[C@@]23C[C@@H](C(=O)OC)N(S(=O)(=O)c2cccs2)C3=N1	·	-7%[7.66 µM]	18%[9.22 µM]	-5%	3%[14.2 µM]	8%[11.4 µM]	·	10%[11.5 µM]
O=C(O)CCCNC(=O)Cc1ccccc1	5.8%	·	·	·	-9%	1%	19%	-3%
Cc1cc(NC(=O)c2ccc(Cn3nc(C)c(Br)c3C)o2)no1	0.0%	5%	20µM*	21%[38.3 µM]	-2%	5%	-14%[46.1 µM]	i
CSc1ccc(S(=O)(=O)NC(C)c2ccccc2)cc1 (stereo unspecified)	0.1%	4%	-11%	-1%	-6%	-6%	-1%	i
O=C(NCc1ccc2c(c1)OCO2)c1cc2c(s1)CS(=O)(=O)C2	-0.1%	5%	-8%	23%[38.3 µM]	8%	-10%	6%[46.1 µM]	i
CCCCC[C@H](O)/C=C/[C@@H]1[C@@H](C/C=C\CCCC(=O)O)[C@H](O)C[C@H]1O	1.9%&11%	-3%	14%&30%	3%&-5%	10%&-1%	-3%	·	13%&-9%
Nn1c(SCC(=O)N2CCCc3ccccc32)nncc1=O	-0.5%	2%	12%	-7%	3%	8%	13%	i
Cc1ccc(C(=O)NC2(C(Cl)Cl)N=C(c3ccccc3)N=C2N)cc1 (stereo unspecified)	3.5%	6%	-19%	8%	-7%	-25%	2%	-15%
Cc1cc(C)c2c(c1)/C(=c1/sc3n(c1=O)CN(c1ccccc1)CN=3)C(=O)N2	-1.2%	·	·	·	4%	0%	?	-2%
CCCOc1ccccc1C(=O)NCCCC(=O)O	-0.1%	-2%	-17%	-9%[38.3 µM]	-7%	-7%	-18%[46.1 µM]	-4%
Fc1cccc(C2NC(=S)NC3=C2N2CCC3CC2)c1 (stereo unspecified)	-1.2%	-4%	-17%	14%[38.3 µM]	2%	3%	1%[46.1 µM]	7%
O=C(NNC(=O)c1cccc(S(=O)(=O)N2CCN(c3ccccc3)CC2)c1)c1ccc(Cl)cc1	0.0%	0%	-30%	2%	3%	7%	-10%[46.1 µM]	-1%
Cc1cc(NC(=O)COC(=O)C2CCCN2C(=O)c2cccs2)no1 (stereo unspecified)	-1.0%	-2%	16%	12%[38.3 µM]	4%	4%	-12%[46.1 µM]	-6%
COc1ccc(OC)c2c(N3CC(C)OC(C)C3)cc(C(F)(F)F)nc12 (stereo unspecified)	0.0%	·	·	·	·	-1%	-9%[46.1 µM]	i
CCOC(=O)C1CCN(CCC(=O)Nc2ccc(C)cc2)CC1	1.6%	1%	-4%	7%	4%	-1%	-4%	i
COc1ccccc1N1CCN(C(c2ccccc2)c2nnnn2CCc2ccccc2)CC1 (stereo unspecified)	2.5%	4%	-17%	17%	-1%	?	-29%[46.1 µM]	i
Cc1ccc(N(CC(=O)NCc2ccc(F)cc2)S(=O)(=O)c2cccs2)cc1	0.0%	-1%	10%	47%[activator][38.3 µM]	-2%	-4%	-24%[46.1 µM]	-6%
O=C(NCCc1ccccc1)C1CCN(c2ncccn2)CC1	4.4%	-2%	·	4%	9%	?	3%	-10%
CCCN(Cc1ccccc1)C(=S)Nc1cccc(C(F)(F)F)c1	?	2%	-31%[inhibitor]	19%	-3%	-2%	-45%	-6%
CC(=O)Nc1ccc(S(=O)(=O)N2CCN=C2C)cc1	-1.1%	3%	28%	9%[38.3 µM]	10%	-6%	-14%[46.1 µM]	-11%
COc1cc(/C=N/NC(=O)CNc2n[nH]c(=O)[nH]c2=O)ccc1O	0.0%	-2%	-1%	6%	-2%	-19%	20%	0%
Cc1cc(C)c(O)c(C2(O)C(=O)c3ccccc3C2=O)c1	2.1%	·	·	·	0%	-13%	6%	-7%
Cc1nc(-c2nnc(SCC(=O)Nc3cc(Cl)cc(Cl)c3)n2C)cs1	0.0%	·	·	·	4%	1%	-19%	-3%
COc1ccc(S(=O)(=O)NCCc2ccc(F)cc2)cc1	0.9%	-2%	5%	-6%[38.3 µM]	0%	-10%	-5%[46.1 µM]	-3%
C/C(Nc1cccc(F)c1)=C(/C#N)C(N)=O	0.0%	4%	16%	1%	-1%	6%	-5%[46.1 µM]	-2%
O=C(c1ccccc1)N1CCN(C2CC3CCC2C3)CC1 (stereo unspecified)	0.1%	-2%	-9%	-4%[38.3 µM]	-2%	?	-5%[46.1 µM]	-2%
O=C(COC(=O)CCCOc1ccc(Cl)cc1Cl)Nc1cccc(Cl)c1	0.0%	0%	-1%	2%	8%	-2%	-7%	-10%
C#CC(CC)(CC)NC(=O)c1ccc(Br)s1	-0.4%	-2%	6%	13%	-3%	-3%	-8%	5%
Cc1nc(CS(=O)(=O)c2ccccc2)cc(N2CCOCC2)n1	-1.1%	2%	16%	-12%[38.3 µM]	10%	4%	-2%[46.1 µM]	-4%
CC(Sc1nc(NC(C)(C)C)nc(N(C)C)n1)C(=O)Nc1ccccc1 (stereo unspecified)	0.0%	3%	-9%	13%	7%	-25%	-31%	-17%
COc1ccc2cc(-c3[nH]ncc3CN3C[C@@H]4CCC[C@H]3C4)ccc2c1	-0.9%	-1%	·	6%	3%	1%	-8%	-9%
COc1ccc(C)cc1S(=O)(=O)Nc1ccc2c(c1)OCO2	-3.2%	-2%	12%	5%	8%	-5%	-12%	-10%
NC(=O)[C@@H]1CC2(CC(c3cccc(NC(=O)[C@@H]4CCC(=O)N4)c3)=NO2)CN1C(=O)Cc1ccc([N+](=O)[O-])cc1 (stereo partly specified)	-3.3%	·	·	·	4%	6%	-46%	i
Cc1nc2cc(N=NC3=C(O)CCCC3=O)ccc2s1	0.0%	-18%	?	7%	4%	-6%	13%	-3%
CCCNS(=O)(=O)c1ccc(OCC(=O)Nc2ccc3c(c2)OCCO3)cc1	-1.0%	-3%	3%	22%[38.3 µM]	3%	1%	-1%[46.1 µM]	i
O=C(CCc1nnc(-c2ccc(-c3ccccc3)cc2)o1)NCCc1ccccn1	-1.1%	-2%	·	-17%	9%	-2%	5%	-6%
CCn1cc(C(=O)N2CCn3c(nc4ccccc43)C2)c(=O)c2ccc(C)nc21	-1.0%	-1%	-1%	-4%[38.3 µM]	0%	1%	-3%[46.1 µM]	-7%
CCN(CC)c1ccc(C(=O)N/N=C(\C)c2cccnc2)cc1	?	0%	14%	4%	-1%	-9%	-4%	i
O=C(Cn1cnc2ccccc21)NCCCN1CCOCC1	-9.5%	0%	-17%	8%[38.3 µM]	-2%	6%	10%[46.1 µM]	-11%
NC1=NC(c2cn(-c3ccccc3)nc2-c2cccs2)n2c(nc3ccccc32)N1 (stereo unspecified)	12%	-1%	-5%	32%[activator][38.3 µM]	-22%	-14%	-4%[46.1 µM]	i
O=C(Nc1cccc(Cl)c1)OCc1cncs1	-0.9%	1%	-23%	-11%[38.3 µM]	8%	-1%	11%[46.1 µM]	i
O=C1c2ccccc2C(=O)C12OC(c1ccccc1)C1(C(=O)c3ccccc3C1=O)C2c1cccc([N+](=O)[O-])c1 (stereo unspecified)	-0.8%	0%	?	-1%	1%	6%	-27%[46.1 µM]	i
O=C1N2CCSC2=NC1(Nc1ccccn1)C(F)(F)F (stereo unspecified)	-0.2%	-1%	8%	-11%[38.3 µM]	11%	6%	-3%[46.1 µM]	i
CC(C)CC(=O)Nc1ncnc2c1C(=O)CC(C)(C)C2	-0.9%	-2%	?	7%[38.3 µM]	1%	-6%	-8%[46.1 µM]	i
O=C(CN1CCN(c2ccccn2)CC1)Nc1ccc2ccccc2c1	-1.0%	-4%	-22%	7%[38.3 µM]	8%	3%	-8%[46.1 µM]	i
CC(C)NC(=O)c1ccc2c(=O)n(CC3CCCO3)c(=S)[nH]c2c1 (stereo unspecified)	1.1%	1%	-19%	-8%	-9%	8%	0%	-6%
CC(=O)Nc1ccc(N2CCOCC2)c(C(=O)Nc2cccc(C)c2)c1	-2.1%	3%	9%	10%[38.3 µM]	6%	?	-7%[46.1 µM]	i
Cc1[nH]n(-c2ccccc2)c(=O)c1C=NC1CCCCCC1	4.0%	2%	29%	10%	13%	-13%	-28%	14%
Nc1ncnc2nc(N3CCN(CCO)CC3)[nH]c12	·	-3%[7.66 µM]	-3%[9.22 µM]	18%	8%[14.2 µM]	·	·	·
COC(=O)Nc1nnc(-c2ccccc2OC)s1	-2.6%	·	·	·	15%	?	-14%	18%

# More entries
Compound	Epigenetic reg	Luc counter	SMN2 splice enh	IMPase Li cell	GoLoco inh red	JMJD2E inh	NPSR antagonist	RECQ1 inh
Cc1ccc(-c2csc3nc(SCC(=O)N(C)C)n(Cc4ccccc4)c(=O)c23)cc1	-1.0%	-1%	8%	-2%	-4%	-2%	-54%	-8%
CN(Cc1cc2ccccc2[nH]c1=O)S(C)(=O)=O	-1.4%	-2%	-3%	-3%[38.3 µM]	-23%	?	5%[46.1 µM]	1%
CCN1CCN(S(=O)(=O)c2cc(C)c(OC)cc2C)CC1	0.9%	-1%	2%	-1%[38.3 µM]	3%	4%	-3%[46.1 µM]	-12%
CCOC(=O)C1(Cc2cccc(OC)c2)CCN(Cc2cccc3cnccc23)CC1	-0.7%	·	·	·	3%	-18%	35%	i
N#CC12C(N)=NC3(OCCO3)C1(C#N)C1=C(CCC1)NC2c1ccccc1 (stereo unspecified)	-4.2%	·	·	·	·	?	-3%[46.1 µM]	8%
CCSc1nnc2ccc(-c3ccco3)nn12	0.8%	3%	-26%	-7%	-10%	?	17%	4%
O=C(O)C1C2C=CC(O2)C1C(=O)NC1CCCc2ccccc21 (stereo unspecified)	-0.9%	1%	15%	1%[38.3 µM]	7%	8%	2%[46.1 µM]	0%
O=C(CSc1nnc(-c2ccco2)o1)c1ccccc1Cl	-0.1%	2%	22%	-5%	15%	-10%	-7%	i
CC(C)c1ccc(-n2cccc2/C=C2/C(=N)N3C=CSC3=NC2=O)cc1	-1.8%	-2%	-24%	13%	28%	361%[activator]	-42%	-7%

# A portion of the library. The share of hits here may be higher or lower than overall.
